Assay outcomes (PubChem BioAssay)
AmpC inh no detg: AmpC beta-lactamase inhibition without detergent; P00811; AmpC nitrocefin hydrolysis, absorbance 480 nm, 0.0001% Triton; Potency, µM (titrated, usually from 57.1 µM), without a hit: at the highest dose activity change, negative = inhibition, most hits filed as inhibitors; actives 0.52% (n = 330,000); AID 485341;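 further: potency means the concentration at half of the fitted maximal effect; plate controls were no compound for no effect and no enzyme for full effect; nearly all actives have a fitted effect of over 20% in size; some results filed as inactive show a strong effect at the top dose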
Target sequence (P00811 whole entry, looked up): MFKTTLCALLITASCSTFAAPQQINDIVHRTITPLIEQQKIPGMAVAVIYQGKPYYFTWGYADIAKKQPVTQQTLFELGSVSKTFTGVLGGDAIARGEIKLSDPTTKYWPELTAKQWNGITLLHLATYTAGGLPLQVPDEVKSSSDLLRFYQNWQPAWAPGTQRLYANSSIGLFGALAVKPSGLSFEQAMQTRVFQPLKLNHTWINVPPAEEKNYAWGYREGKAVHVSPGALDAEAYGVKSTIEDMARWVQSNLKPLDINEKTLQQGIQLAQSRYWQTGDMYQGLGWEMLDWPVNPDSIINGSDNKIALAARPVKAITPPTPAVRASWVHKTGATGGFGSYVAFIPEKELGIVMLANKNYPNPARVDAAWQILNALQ
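20 mM phosphate pH 7.0 + 0.01% (detergent screen) or 0.0001% Triton X-100; 5.3 nM AmpC reagent; cpd preinc 15 min RT; nitrocefin (800 uM stock) to start; A480 q20 s × 4 min; Activity was normalised to no-enzyme and no-compound control wells.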
Sm TGR inh: inhibitors of Schistosoma mansoni thioredoxin glutathione reductase | actives 3% (n = 360,000) | Potency, µM (top dose mostly 114 µM), for inactives: at the highest dose activity change, negative = inhibition, hits mostly inhibitors | purified TGR, DTNB reduction, TNB absorbance 405 nm | Q962Y6; further: potency means the concentration at half of the fitted maximal effect; nearly all actives have a fitted effect of over 60% in size
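First, TGR (20 nM dispensed) and NADPH were mixed with compound. Second, a 15 min room-temperature incubation followed. Third, further NADPH and then DTNB were added to start the reaction. Finally, TNB absorbance was monitored kinetically.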
AMA1 RON2 block: disrupts binding of P. falciparum AMA1 to RON2. AlphaScreen AMA1-biotinylated RON2 peptide binding. Potency, µM (doses to about 58.2 µM), inactives show at the highest dose activity change, negative = inhibition, usual class: inhibitors. actives 0.2% (n = 360,000);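 further: potency means the concentration at half of the fitted maximal effect; 0% = vehicle wells and -100% = peptide control; nearly all actives have a fitted effect of over 45% in size; some results filed as inactive show a strong effect at the top dose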
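AMA1 (3D7) with his tag at 25 nM final met compounds first, then biotinylated RON2 peptide at 25 nM; detection used donor plus acceptor beads, 10 µg/mL apiece, read by AlphaScreen after 30 min at room temperature.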
AmpC inh detg: inhibitors of E. coli AmpC beta-lactamase with detergent; P00811; AmpC hydrolysis of nitrocefin, absorbance 480 nm, 0.01% Triton; Potency, µM (highest dose often 114 µM), for the others: at the highest dose activity change, negative = inhibition, actives largely listed as inhibitors; actives 0.041% (n = 370,000); AID 485294;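 further: potency means the concentration at half of the fitted maximal effect; 0% = no-compound wells and -100% = no-enzyme wells; nearly all actives have a fitted effect of over 25% in size; some results filed as inactive show a strong effect at the top dose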
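AmpC (5.3 nM in the dispensed reagent) in 20 mM phosphate pH 7.0 with 0.01% (detergent screen) or 0.0001% Triton X-100 was preincubated with compounds for 15 min at room temperature. Nitrocefin was then added from an 800 uM solution, and hydrolysis was followed at 480 nm.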
HCMV inh: blocks human cytomegalovirus replication. HFF cells, HCMV-luciferase reporter, 72 h; stronger effect = lower value. activity change, negative = inhibition, % at 57.5 µM. actives 4.5% (n = 410,000); in the data active means activity change below about -60%; inconclusive means no clear call, values can overlap the other calls; inactive means above about -39%
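Two-dose cell screen: HFF monolayers treated with compounds and infected with luciferase-expressing HCMV at 1 PFU/cell, 72 h at 37C, then lysed for luciferase measurement.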
LmPK inhibitor: inhibitors of Leishmania mexicana pyruvate kinase; purified LmPK, Kinase-Glo ATP luminescence, 1 h; actives 0.37% (n = 290,000); AID 1721; Potency, µM (highest dose often 57.5 µM), inactives show at the highest dose activity change, negative = inhibition, hits mostly inhibitors; further: potency means the concentration at half of the fitted maximal effect
Target sequence (Q27686 whole entry, looked up): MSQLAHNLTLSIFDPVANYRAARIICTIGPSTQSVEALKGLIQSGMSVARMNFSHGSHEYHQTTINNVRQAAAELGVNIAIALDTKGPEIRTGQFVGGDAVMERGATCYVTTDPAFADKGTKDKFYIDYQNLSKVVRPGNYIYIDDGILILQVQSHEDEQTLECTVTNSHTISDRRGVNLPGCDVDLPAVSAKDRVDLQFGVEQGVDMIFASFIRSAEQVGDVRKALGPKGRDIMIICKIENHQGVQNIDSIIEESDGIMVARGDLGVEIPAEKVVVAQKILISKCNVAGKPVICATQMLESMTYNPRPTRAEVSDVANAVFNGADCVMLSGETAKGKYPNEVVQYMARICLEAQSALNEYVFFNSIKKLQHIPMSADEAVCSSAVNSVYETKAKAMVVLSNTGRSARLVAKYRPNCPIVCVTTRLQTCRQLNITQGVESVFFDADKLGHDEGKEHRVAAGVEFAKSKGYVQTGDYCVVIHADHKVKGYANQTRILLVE
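In 50 mM imidazole pH 7.2 with 7 mM MgCl2, LmPK (0.1 nM) turned over PEP (0.5 mM) and ADP (0.1 mM) for 1 h at room temperature. Luciferase read-out of ATP.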
Tb PYK inh: T. brucei pyruvate kinase inhibition; Q57TT1; TbPYK enzyme, Kinase-Glo Plus ATP luminescence, 45 min; Potency, µM (doses to about 76.8 µM), without a hit: at the top dose activity, negative = inhibition, most hits filed as inhibitors; AID 624173; actives 0.12% (n = 410,000); further: potency means the concentration at half of the fitted maximal effect; nearly all actives have a fitted effect of over 50% in size
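Luminescent Kinase-Glo Plus end-point after 45 min room-temperature reaction of T. brucei pyruvate kinase started with 130 uM ADP (final). Buffer TEA 50 mM pH 7.2 with KCl, MgCl2, BSA, Tween-20; titration-based qHTS with fitted concentration-effect curves.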
An asterisk follows results filed as active; ? = inconclusive; nt = not tested or not shown; [ ] = remark or other dose. Unless noted, the call rests on the fitted dose curve; in most records, active means well fitted curve in the direction sought with a large enough effect; inconclusive means small, poorly fitted or top-dose-only effect, or another doubt; inactive means no such curve, though single readings can be large; an effect the other way counts as inactive or inconclusive. Unless noted, on the % scale 0 is the no-effect control and ±100 the full control effect.

SMILES,AmpC inh no detg,Sm TGR inh,AMA1 RON2 block,AmpC inh detg,HCMV inh,LmPK inhibitor,Tb PYK inh
Cc1nc2c3ccccc3nc(SCC(=O)c3ccc(Cl)cc3)n2n1,1%,-5%,8%,-11%,-40,-1%,-9%
CCOCCCNC(=O)Cn1nc(-c2ccc(OC)c(OC)c2)ccc1=O,nt,nt,9%,nt,-7,nt,4%
O=C(O)CC(NC(=O)C1c2ccccc2Oc2ccccc21)c1ccc(OC2CCCC2)cc1 (stereo not given),-17%,1%,-18%,3%,33,2%,5%
O=C(Nc1cccc(Cl)c1Cl)C1CCCO1 (stereo not given),-22%,-16%,-11%,-10%,7,-3%,4%
Fc1cccc(Cc2c(-c3cccc(Cl)c3)nc3c(Cl)cc(C(F)(F)F)cn23)c1,nt,nt,22%,nt,26,nt,4%
CCC(C)NC(=O)CCc1nnc2ccc(N3CCC(C)CC3)nn12 (stereo not given),31%,-2%,13%,-4%,-61*,4%,1%
CCc1ccc(NS(=O)(=O)c2ccc3[nH]cc(C(=O)NCC4CCCO4)c(=O)c3c2)cc1 (stereo not given),-13%,-3%,-14%,6%,34,5%,-2%
COc1cc(/C=C(/C#N)c2nc3ccccc3[nH]2)ccc1OCC(=O)Nc1ccccc1C(C)C,-17%,34%,1%,-3%,33,-1%,-2%
COC(=O)C1=C(C)NC(=O)/C1=C\c1cc(C)n(-c2ccccc2)c1C,-23%,28µM*,-22%,6%,-6,0%,-6%
CC1CCN(CC2C(=O)O[C@@H]3C[C@@]4(C)CCC[C@H](C)C4=C[C@H]23)CC(C)(C)C1 (stereo not given in full),-12%,8%,10%,-13%,-6,7%,1%
CCCCCCn1c(=O)c(C(=O)Nc2ncccc2C)c(O)c2ccccc21,-25%,-15%,135%[activator],?,2,0%,0%
Cc1ccc(N2C(=O)CC(Nc3ccc(Cl)c(S(=O)(=O)N(C)C)c3)C2=O)c(C)c1 (stereo not given),28µM*,32µM*,-2%,-1%,-16,-1%,5%

Some of these compounds in order of count of non-hydrogen atoms, low to high.
SMILES,AmpC inh no detg,Sm TGR inh,AMA1 RON2 block,AmpC inh detg,HCMV inh,LmPK inhibitor,Tb PYK inh
CCCCCCn1c(=O)c(C(=O)Nc2ncccc2C)c(O)c2ccccc21,-25%,-15%,135%[activator],?,2,0%,0%
CCc1ccc(NS(=O)(=O)c2ccc3[nH]cc(C(=O)NCC4CCCO4)c(=O)c3c2)cc1 (stereo not given),-13%,-3%,-14%,6%,34,5%,-2%
COc1cc(/C=C(/C#N)c2nc3ccccc3[nH]2)ccc1OCC(=O)Nc1ccccc1C(C)C,-17%,34%,1%,-3%,33,-1%,-2%

Some of the entries so far, as labelled records.
CCc1ccc(NS(=O)(=O)c2ccc3[nH]cc(C(=O)NCC4CCCO4)c(=O)c3c2)cc1 (stereo not given)
  AmpC inh no detg: -13%; Sm TGR inh: -3%; AMA1 RON2 block: -14%; AmpC inh detg: 6%; HCMV inh: 34; LmPK inhibitor: 5%; Tb PYK inh: -2%

O=C(Nc1cccc(Cl)c1Cl)C1CCCO1 (stereo not given)
  AmpC inh no detg: -22%; Sm TGR inh: -16%; AMA1 RON2 block: -11%; AmpC inh detg: -10%; HCMV inh: 7; LmPK inhibitor: -3%; Tb PYK inh: 4%

COC(=O)C1=C(C)NC(=O)/C1=C\c1cc(C)n(-c2ccccc2)c1C
  AmpC inh no detg: -23%; Sm TGR inh: 28µM*; AMA1 RON2 block: -22%; AmpC inh detg: 6%; HCMV inh: -6; LmPK inhibitor: 0%; Tb PYK inh: -6%

(listing goes on)
SMILES,AmpC inh no detg,Sm TGR inh,AMA1 RON2 block,AmpC inh detg,HCMV inh,LmPK inhibitor,Tb PYK inh
O=C1/C(=C/c2cccnc2)SC(=S)N1CCc1ccccc1,-8%,3%,-20%,-7%,-71*,4%,9%
CCOCCCNC(=O)c1c(C)c(C(=O)OCC)n(C)c1C,-15%,9%,-7%,-15%,5,2%,0%
C[C@@H]1CN([C@H](C)CO)C(=O)Cc2cc(NS(=O)(=O)c3ccc(Cl)cc3)ccc2O[C@H]1CN(C)Cc1ccc(C(F)(F)F)cc1,186%[activator],nt,-13%,nt,nt,nt,2%
CN1CCN(C(CNC(=O)c2ccccc2)c2ccc3c(c2)OCO3)CC1 (stereo not given),nt,6%,nt,-2%,5,nt,-5%
COCCn1c(N)c(N(Cc2ccccc2)C(=O)c2ccc(C#N)cc2)c(=O)[nH]c1=O,-11%,0%,-8%,3%,-31,4%,-7%
Cc1ccccc1Oc1ncnc2oc(-c3ccccc3)cc12,-29%,-20%,-3%,1%,-11,1%,-4%
C/C=C\C=C/C(=O)Nc1cccc(C2=NOC3(C2)C[C@@H](C(N)=O)N(C(=O)[C@H]2CCC(=O)N2)C3)c1 (stereo not given in full),37%,3.5µM*,0%,-1%,nt,-4%,-13%
O=P(Cc1nnco1)(c1ccccc1)c1ccccc1,1%,1%,-6%,-22%,-1,-9%,-6%
COc1ccc(OC)c(NC(=O)CSc2nc3[nH]c(=O)[nH]c(=O)c3s2)c1,nt,nt,-2%,nt,-3,nt,-12%
COc1ccc(C(C(=O)NCCC(C)C)N(CCO)C(=O)c2snc(C(N)=O)c2N)cc1OC (stereo not given),-5%,-10%,0%,-15%,11,-1%,1%
S=c1[nH]nc(-c2cc(-c3ccccn3)nc3ccccc23)o1,-38%,?,62%[activator],4%,46,-3%,?
Cc1ccc(-c2nc(C)c(CCNS(=O)(=O)c3ccc(F)c(C(F)(F)F)c3)s2)cc1,nt,-13%,nt,1%,-33,nt,7%
Cn1c(Sc2ccc(Cl)cc2)c(C=O)c2ccccc21,-35%,-15%,14%,-11%,?,7%,4%
Cc1cc(C)c2c(=O)[nH]n(C(C)C)c2n1,-24%,8%,0%,10%,115,-1%,-7%
CCCS(=O)(=O)N1CCN(C(=O)CCC2CCCC2)CC1,-6%,1%,-5%,-2%,-21,2%,3%
Cc1cnc(C(=O)OCc2cc(=O)n3c(C)cccc3n2)cn1,-10%,nt,-8%,nt,-21,nt,1%
CC[C@H](C)[C@@H]1NC(=O)c2cc([N+](=O)[O-])cc(I)c2NCC[C@@H](C(N)=O)NC(=O)[C@H](CCCN=C(N)N)NC1=O,-36%,-7%,-2%,-12%,-8,0%,0%
CCC(CC)C(=O)N1CCc2cc(OC)c(OC)cc2C1COc1ccc(C(=O)OC)cc1 (stereo not given),nt,7%,nt,-5%,3,nt,-11%
CCOc1ccc(NCc2cccn2-c2nnc(N3CCC(C(=O)NCCCN4CCCCC4)CC3)s2)cc1,233%[activator],-27%,-17%,7%,?,8%,5%
COC(=O)C1CCN(C(=O)c2cc3c(=O)n4cccc(C)c4nc3n2Cc2ccccc2)CC1,-10%,-15%,-9%,-9%,5,-1%,-11%
O=S(=O)(c1ccc(Br)cc1)c1nnn2c1nc(NCc1ccc3c(c1)OCO3)c1sccc12,nt,1%,nt,-2%,13,nt,-7%
CN(C)N(C(=O)c1cc(-c2cccs2)nn1-c1ccccc1)C1CCS(=O)(=O)C1 (stereo not given),47%,-15%,-26%,?,-29,nt,1%
Cc1ccc(NC(=O)C2C3C=CC4(O3)C2C(=O)N(CCCN2CCCC2)C4C(=O)NC2CCCCC2)cc1Cl (stereo not given),-1%,-5%,-8%,?,-9,2%,6%
CC(C(=O)NCc1ccccc1)N(Cc1ccccc1Cl)C(=O)c1snc(C(N)=O)c1N (stereo not given),-6%,-2%,5%,-20%,-8,-2%,1%
CCc1cccc(C)c1NC(=S)N(CCCN1CCN(C)CC1)Cc1cccs1,81%[activator],-1%,-10%,-7%,?,-19%,2%
CCOc1cc(C(=O)NCc2ccc3c(c2)CCN3C(=O)CC)cc(OCC)c1OCC,nt,3%,nt,5%,18,nt,-2%
COc1ccc(-c2cn(Cc3cccc(OC)c3)nn2)cc1,-2%,-11%,11%,?,35,0%,-10%
CN(C(=O)c1cccc(Br)c1)C1CCS(=O)(=O)C1 (stereo not given),-12%,2%,-5%,?,43,nt,2%
CC(C)(C)C1CCc2sc(C(=O)NNC(=O)CCl)cc2C1 (stereo not given),-37%,11µM*,88%[activator],-5%,-22,4%,-1%
CC(C)(CN=C1NS(=O)(=O)c2ccccc21)CNC(=O)c1ccccc1,-13%,9%,-10%,6%,40,0%,-2%
Cc1nn(C)c(C(=O)N/N=C/c2ccc(-c3ccccc3)cc2)c1Cl,12%,2%,15%,2%,?,2%,2%
C1CCN(c2nc3nonc3nc2N2CCCC2)C1,-15%,8%,-3%,-2%,20,-8%,-7%

5 entries from above, with two lines to a compound:
Below each SMILES – AmpC inh no detg	Sm TGR inh	AMA1 RON2 block	AmpC inh detg	HCMV inh	LmPK inhibitor	Tb PYK inh
COc1ccc(OC)c(NC(=O)CSc2nc3[nH]c(=O)[nH]c(=O)c3s2)c1
→ nt	nt	-2%	nt	-3	nt	-12%
O=P(Cc1nnco1)(c1ccccc1)c1ccccc1
→ 1%	1%	-6%	-22%	-1	-9%	-6%
Cc1ccc(-c2nc(C)c(CCNS(=O)(=O)c3ccc(F)c(C(F)(F)F)c3)s2)cc1
→ nt	-13%	nt	1%	-33	nt	7%
CCOCCCNC(=O)Cn1nc(-c2ccc(OC)c(OC)c2)ccc1=O
→ nt	nt	9%	nt	-7	nt	4%
CCOc1cc(C(=O)NCc2ccc3c(c2)CCN3C(=O)CC)cc(OCC)c1OCC
→ nt	3%	nt	5%	18	nt	-2%
